# Screens from PubChem BioAssay.
# Tb MetRS inh – Trypanosoma brucei MetRS inhibition; purified T. brucei MetRS, ATP depletion, Kinase-Glo luminescence; inhibition, % at 11.9 µM; 360,000 tested, 0.4% active; AID 624268;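 active = inhibition above a per-plate cutoff of the control wells' mean inhibition plus 3 SD, cut at about 5.5% in these data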;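 note: 0% = DMSO wells median and 100% = median of wells with control inhibitor compound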
#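 assay system = parasite MetRS enzyme | timing = 15 min preincubation, 2 h reaction, all 25 °C | evaluation = percent inhibition relative to median high and low control wells | medium = HEPES buffer containing pyrophosphatase, BSA, spermine, DTT | compound = single dose, 11.9 µM final nominal, 0.9% final DMSO | detection = Kinase-Glo luminescence, ATP depletion format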
# DNMT1 block – blocks human DNA methyltransferase DNMT1; P26358; DNMT1 molecular beacon, Hinp1I cleavage, fluorescence; inhibition (reported as % activation of signal), % at 10 µM; 360,000 tested, 0.83% active; AID 588458; in the data active = inhibition above about 50%
# Target sequence (P26358 504-1616 limits assumed): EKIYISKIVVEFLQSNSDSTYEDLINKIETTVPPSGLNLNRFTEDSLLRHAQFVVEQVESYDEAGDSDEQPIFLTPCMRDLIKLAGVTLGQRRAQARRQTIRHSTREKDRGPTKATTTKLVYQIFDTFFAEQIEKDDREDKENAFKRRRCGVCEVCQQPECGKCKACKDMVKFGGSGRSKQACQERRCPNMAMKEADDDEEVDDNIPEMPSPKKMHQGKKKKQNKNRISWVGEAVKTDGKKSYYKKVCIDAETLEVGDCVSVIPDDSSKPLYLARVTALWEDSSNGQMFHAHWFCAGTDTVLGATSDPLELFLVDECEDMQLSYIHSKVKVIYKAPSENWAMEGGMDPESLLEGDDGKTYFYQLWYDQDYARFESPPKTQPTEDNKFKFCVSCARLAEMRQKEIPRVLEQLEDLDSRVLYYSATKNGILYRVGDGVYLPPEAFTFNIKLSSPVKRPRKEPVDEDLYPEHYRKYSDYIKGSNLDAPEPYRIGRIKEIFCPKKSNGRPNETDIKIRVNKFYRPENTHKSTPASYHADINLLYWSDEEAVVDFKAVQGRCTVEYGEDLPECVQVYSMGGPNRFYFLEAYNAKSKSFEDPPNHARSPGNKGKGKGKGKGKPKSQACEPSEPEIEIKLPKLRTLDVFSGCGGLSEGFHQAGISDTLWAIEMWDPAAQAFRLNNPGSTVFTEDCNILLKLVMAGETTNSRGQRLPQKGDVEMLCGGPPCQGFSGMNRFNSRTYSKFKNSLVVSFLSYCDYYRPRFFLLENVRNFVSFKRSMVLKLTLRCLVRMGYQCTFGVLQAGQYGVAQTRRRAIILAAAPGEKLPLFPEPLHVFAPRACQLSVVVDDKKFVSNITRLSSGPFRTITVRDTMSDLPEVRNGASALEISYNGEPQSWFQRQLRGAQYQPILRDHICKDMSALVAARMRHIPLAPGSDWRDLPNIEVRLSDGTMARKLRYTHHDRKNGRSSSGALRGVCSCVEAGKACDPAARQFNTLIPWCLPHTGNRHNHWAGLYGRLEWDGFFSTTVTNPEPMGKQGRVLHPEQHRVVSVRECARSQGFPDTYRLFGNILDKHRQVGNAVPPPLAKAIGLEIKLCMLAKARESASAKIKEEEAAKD
# SUMO1-SIM PPI – modulators of human SUMO1-mediated protein-protein interactions | P63165 | SUMO1 binding to a labelled peptide, TR-FRET, 1 h | inhibition, % at 20 µM | 360,000 tested, 0.33% active | AID 602429; in the data active = inhibition above about 37%
# SKN-1 inh – blocks SKN-1 activity in C. elegans; C. elegans VP596 Pgst-4::GFP/RFP ratio, acrylamide-induced, 24 h; inhibition, % at 21.8 µM; 360,000 tested, 0.49% active; AID 624304;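 active = interference check ratio from 0.5 to 1.5 plus GFP to RFP signal ratio inhibition reaching or exceeding a fixed threshold, cut at about 30% in these data, passing the limit was not always enough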; note: some compounds called inactive have numbers as strong as hits
# LMPTP inh – LMPTP (human) inhibition; P24666; recombinant LMPTP-A, OMFP fluorogenic substrate, fluorescence intensity; inhibition, % at 20 µM; 360,000 tested, 0.22% active; AID 651560;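 active = compounds that cut the enzyme signal by at least half of the control window in the single-dose screen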;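 note: plate controls were DMSO wells with enzyme plus substrate for no effect and substrate without enzyme for full effect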
#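 Test system: LMPTP-A, protein tyrosine phosphatase of low molecular weight; Input: 0.625 nM enzyme; Incubation: 50 min dark incubation at room temperature; Signal: endpoint fluorescence intensity from OMFP dephosphorylation; Read-out basis: % inhibition versus control wells.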
# NRP1-CendR mod – NRP-1/CendR interaction modulation; AID 602438; 360,000 tested, 0.85% active; inhibition, % at 25 µM; O14786; FAM-RPARPAR peptide binding to NRP-1, fluorescence polarization;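 active = inhibition or corrected inhibition above about 18%, plus a signal ratio from 0.5 to 1.5, limit read from the data, passing the limit was not always enough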; note: strong numbers were not always called active
# NadD block – blocks S. aureus nicotinate mononucleotide adenylyltransferase; AID 602399; 360,000 tested, 0.78% active; purified NadD enzyme, colorimetric absorbance read-out; inhibition, % at 20 µM; in the data active = inhibition above about 26%; note: some compounds past the cut are filed as inactive
# STEP inh – STEP (human) phosphatase inhibition; AID 588621; inhibition, % at 20 µM; P54829; recombinant STEP, OMFP fluorogenic substrate, fluorescence; 360,000 tested, 0.25% active;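 active = inhibition at 20 µM, scaled per plate between control wells, above about 37%, limit read from the data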;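 note: 0% = DMSO with enzyme and substrate and 100% = substrate only without enzyme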
#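 material = STEP tyrosine phosphatase | reagent = fluorogenic phosphatase substrate OMFP at 25 µM final | doses = single compound dose of 20 µM, 1% DMSO final | schedule = 20 min reaction, room temperature, in the dark | measured by = fluorescence, 480/540 nm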
# Scp1 inh – inhibitors of human Scp-1 phosphatase | Recombinant Scp1, phosphopeptide, malachite green phosphate absorbance | inhibition, % at 20 µM | 340,000 tested, 0.88% active;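 active = inhibition above about 50% at 20 µM, limit read from the data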;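 note: plate controls were DMSO wells with enzyme for no effect and wells lacking enzyme for full effect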
#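 Assay system: SCP-1 catalytic fragment, aa 76-261 | Buffer or medium: Tris acetate buffer pH 5.5 with MgCl2 and Tween-20 | Compound: One concentration, 20 µM, with 1.0% DMSO | Also added: Phospho 17-mer peptide substrate | Signal: Absorbance at 630 nm | Incubation: 45 min enzyme reaction at room temperature | Measure: % inhibition of SCP-1 phosphate liberation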
# Neddyl block – blocks human cullin neddylation; 360,000 tested, 0.58% active; calls only at 25 µM; AID 651699; TR-FRET cullin neddylation, biochemical; in the data active = inhibition above about 36%
# Active calls of the source: *; i = inactive; nt = no result given.
SMILES,Tb MetRS inh,DNMT1 block,SUMO1-SIM PPI,SKN-1 inh,LMPTP inh,NRP1-CendR mod,NadD block,STEP inh,Scp1 inh,Neddyl block
CCN1C(=O)N(C)[C@@H](c2ccccc2)C(C(=O)OC)=C1C,-0.4,6,2,6,0.7,19,1,-1,-3,i
Cc1cccc(C=Nc2ccc3c4c(cccc24)CC3)c1O,-0.4,-9,-8,4,2.0,-26,-3,-8,-6,i
O=[N+]([O-])c1ccc(N2CCOCC2)c([N+](=O)[O-])c1,-0.1,6,-27,2,0.0,3,-6,-1,-10,i
COc1ccc(Cn2c(SCc3cc(C)ccc3C)nc3cc(OC)c(OC)cc3c2=N)cc1,-0.6,-26,10,-8,23,-10,39*,14,2,i
CC(NS(=O)(=O)c1ccc2c(c1)oc(=O)n2C)c1ccccc1 (centres undefined),0.5,2,-2,13,-1.0,-24,-1,2,1,i
O=C(Nc1ccc(Cl)cc1)c1csc(-c2ccncc2)n1,-0.1,0,2,10,1.9,0,-6,1,5,i
CN(C)CCCNC(=O)c1cc(C(=O)C2CCCCC2)c[nH]1,-0.5,-3,-4,-9,0.0,-7,-6,-1,3,i
CCNc1nc(NCC)nc(N/N=C/c2cc(OC)c(OC)c(OC)c2)n1,-0.1,3,0,10,0.3,13,-3,5,-11,i
Cc1cc(CNC(=O)COC(=O)c2ccc(Cl)c(N)c2)cc(C)c1O,0.1,-2,-4,-17,1.5,-12,-7,0,-1,i
CCC(=O)NCCc1nc2cc(NC(=O)COc3ccccc3)ccc2n1C,-0.9,2,-2,-15,0.0,6,-4,-2,2,i
CCOc1ccc(CNC(=O)CCCOc2cc(=O)n(C)c3ccccc23)cc1,-0.3,0,-1,16,0.3,2,5,-5,10,i
CCN(CC)C(=O)Oc1c(Cl)cc(Cl)c2cccnc12,-0.3,1,-9,-8,-0.4,0,7,2,4,i
CCN(CC)CCOc1ccc2c(c1)C(=NO)c1cc(OCCN(CC)CC)ccc1-2,0.7,61*,-27,11,5.1,8,-8,0,13,i
CCN1C=C(Cc2cccs2)C2=C(C1)C(c1cccs1)C(C#N)=C(N)O2 (centres undefined),-0.4,-3,3,-5,4.0,-42,12,1,-3,i
S=c1sc(SCCOc2ccccc2)nn1-c1ccccc1,-0.5,0,0,0,2.5,-8,-1,0,-10,i
O=[N+]([O-])c1ccc(C(O)CNC(=S)Nc2ccccc2)cc1 (centres undefined),4.0,-3,-11,-10,1.8,7,-3,-2,-3,i
Cc1ccc(NC(=O)CCSCCC(=O)Nc2ccc(C)c(C)c2)cc1C,-0.2,-1,-1,6,0.6,2,6,2,-6,i
COc1ccc(N2CCCC2)c(NC(=O)COc2ccccc2Cl)c1,-0.4,-5,5,8,3.3,15,11,2,-5,i
Cc1sc2nc(C)n(/N=C/c3ccccc3O)c(=O)c2c1C,-1.4,14,1,0,-1.4,1,-1,-1,0,i
Cn1c(SCC(=O)NC2CCCCC2)nc2c(c1=O)SCC2,0.2,5,6,1,-0.5,-8,1,-1,nt,i
CC1CCC(C(=O)NC(C(=O)NCCc2ccc(S(N)(=O)=O)cc2)C(C)C)CC1 (centres undefined),-0.4,2,0,16,0.8,-4,-3,-2,-1,i
CN(C)CC(O)COC(c1ccccc1)c1ccccc1 (centres undefined),-1.1,0,2,1,-0.1,-8,-8,1,-3,i
COc1ccc(N2CC(=O)N(c3ccccc3)C2=S)cc1,0.0,1,-3,2,-0.9,-2,1,-2,-5,i
CC(=O)Nc1sc(NC(=O)c2ccccc2)nc1-c1cccs1,-0.7,1,-6,2,-0.6,14,-1,0,-6,i
O=C(Nc1ccc(S(=O)(=O)N2CCOCC2)cc1)C1CCN(S(=O)(=O)c2ccc(Cl)cc2)CC1,0.0,-2,-5,3,0.0,-7,-9,0,-20,i
COc1ccc(C(=O)Nc2ccc(/C(C)=N/NC(=O)c3ccncc3)cc2)cc1,-0.4,22,-6,13,54*,-26,-1,82*,nt,i
CCCc1cc(=O)[nH]c(SC(C)C(=O)Nc2ccc3c(c2)OCCO3)n1 (centres undefined),-0.3,0,5,-7,-0.6,-3,0,2,-3,i
CCNC(=O)c1cc2c(c(-c3cccc(-c4ccccc4F)c3)n1)[C@H](CCO)N(C(=O)CC)C2,-0.6,nt,3,6,1.3,3,-5,nt,nt,i
O=C(CCNc1cc(Cl)cc(Cl)c1)c1cccs1,-0.7,-2,-1,1,1.9,1,-2,-2,-7,i
COc1cccc(C2=CC(=O)CCC2)c1OC,1.1,1,-5,-1,-0.9,-1,0,2,-3,i
CCCCC(=O)NC1(C(F)(F)F)NC(=O)N(C)C1=O (centres undefined),-0.5,0,-6,2,-1.7,-1,-4,1,-4,i
c1ccc(Cc2nnc(-c3ccccc3)o2)cc1,-1.2,6,-1,-23,-0.2,11,-5,0,-8,i
O=C(OCc1ccc(Br)cc1)c1cnc(Cl)c(Cl)c1,-0.7,8,5,11,3.1,-4,4,3,-3,i
CC(C)Oc1ccc(Cc2c(O)nc(NCCCN(C)C)[nH]c2=O)cc1,-0.2,-3,1,6,-5.6,-13,4,2,-15,i
CCCCCCCC(=O)Nc1ccc(S(=O)(=O)Nc2nccs2)cc1,1.1,2,0,6,0.4,-5,12,-1,-4,i
O=C(Nc1ccccc1)c1ccc(-c2ccc(F)cc2)s1,-1.0,2,2,3,0.2,6,-5,2,-8,i
Cc1cnc(C(=O)OCC(=O)Nc2ccccc2[N+](=O)[O-])cn1,-0.1,-1,-24,11,1.0,-5,4,-1,-10,i
Cn1c(SCC(=O)NCc2cccs2)nnc1-c1ccc(O)cc1,-0.3,-2,-2,4,-1.1,2,-3,3,-3,i
Cc1cccc(C(=O)N2CCN(c3ccc(C(F)(F)F)cn3)CC2)c1C,-0.9,-6,0,-12,1.0,11,-3,-6,-2,i
CN(Cc1ccccc1)C(=O)N1CCOCC1,-0.7,3,-3,6,4.1,4,-4,-3,-4,i
COc1cc(/C=N/NC(=O)c2cccc([N+](=O)[O-])c2)ccc1OC(=O)c1ccco1,-0.8,-1,-16,0,1.3,9,18,1,-1,i
CCOC(=O)c1ccc(NC(=O)CCc2nc(-c3ccccc3Cl)no2)cc1,-0.3,-7,2,-8,2.0,6,-16,-2,-8,i
Nc1nc(F)nc2c1ncn2[C@@H]1O[C@H](CO)[C@@H](O)[C@H]1O,-1.2,1,3,-2,1.0,-5,-1,-2,-1,i
Cc1ccc(CSc2nnc(-c3ccc(NS(=O)(=O)c4ccccc4)cc3)o2)cc1,-0.5,-7,5,4,3.9,-4,-1,-2,-19,i
CCCc1cc(=O)n2c([nH]c3ccccc32)c1C#N,-0.1,5,0,6,-1.8,10,-2,-4,-8,nt

# Compound profiles (already shown).
# `Cc1cc(CNC(=O)COC(=O)c2ccc(Cl)c(N)c2)cc(C)c1O` as listed: Tb MetRS inh = 0.1; DNMT1 block = -2; SUMO1-SIM PPI = -4; SKN-1 inh = -17; LMPTP inh = 1.5; NRP1-CendR mod = -12; NadD block = -7; STEP inh = 0; Scp1 inh = -1; Neddyl block = i
# `CCCCCCCC(=O)Nc1ccc(S(=O)(=O)Nc2nccs2)cc1` as listed: Tb MetRS inh = 1.1; DNMT1 block = 2; SUMO1-SIM PPI = 0; SKN-1 inh = 6; LMPTP inh = 0.4; NRP1-CendR mod = -5; NadD block = 12; STEP inh = -1; Scp1 inh = -4; Neddyl block = i

# More structures
SMILES,Tb MetRS inh,DNMT1 block,SUMO1-SIM PPI,SKN-1 inh,LMPTP inh,NRP1-CendR mod,NadD block,STEP inh,Scp1 inh,Neddyl block
CCCCOc1ccc(/C=N/Nc2cc(N3CCOCC3)nc(C)n2)cc1,-0.4,-4,-6,11,7.8,10,-10,0,-2,i
O=C(NC1CCN(Cc2ccccc2)CC1)c1ccc2c(c1)[nH]c(=O)n2Cc1ccc(F)cc1,-0.5,-2,-1,10,-0.4,11,-4,-2,-3,i
CC(=O)N[C@H]1C[C@@H]1c1ccccc1,-1.3,2,-1,-9,-0.7,-4,-1,0,-14,i
CCOC(=O)Nc1csnn1,0.4,0,-9,3,-1.2,8,-6,0,9,i
O=C(NNC(=O)C1CCN(c2ncccn2)CC1)c1ccncc1,-0.7,3,1,1,0.1,6,-5,0,2,i
O=C(COc1cccc2cccnc12)N/N=C/c1cccn1-c1ccc(F)cc1,-0.1,-3,-14,10,1.0,3,1,2,-17,i
COc1ccc(-c2nc(C#N)c(N3CCOCC3)o2)cc1OC,0.3,1,1,2,0.4,4,-1,-2,3,nt
Cc1nn(-c2ccccc2)c(C)c1CCC(=O)O,0.2,0,0,-11,-0.9,4,-2,2,-2,i
COc1ccc(N2CCN(CCCNC(=O)Cn3c(=O)c4cccn4c4cccnc43)CC2)cc1,0.6,1,2,5,1.9,-3,2,-3,-5,i
COC(=O)CN(c1cc(Cl)ccc1OC)S(=O)(=O)c1ccc(C)cc1,-0.4,-1,-9,-1,1.1,0,-9,5,14,i
COCCOn1c(SCCOC)nc2ccccc2c1=O,0.1,-4,-4,-13,-0.5,-1,-1,-2,0,i
Cc1ccc(N(CC(=O)NCC2CCCO2)S(=O)(=O)c2ccccc2)c(C)c1 (centres undefined),-0.8,3,-3,14,0.6,11,-3,-1,10,i
O=C(Cn1cnc2scc(-c3ccccc3)c2c1=O)NCc1ccco1,-0.3,25,9,6,5.8,-8,8,-4,49,i
NS(=O)(=O)c1ccc(NC(=O)c2ccc(F)cc2F)c(NC(=O)c2ccc(F)cc2F)c1,-0.5,0,-1,2,-1.6,2,-5,0,-5,i
O=C(CNC(=O)c1ccccc1Cl)Nc1ccc(F)cc1,-0.1,1,5,5,-1.2,0,0,3,-6,i
Cc1ccc2nc(C(=O)N3CCCC(Nc4ccc(F)cc4)C3)cn2c1 (centres undefined),0.0,1,-6,12,0.3,5,1,3,2,i
COc1ccc(CC(O)CO)cc1OCc1ccccc1 (centres undefined),-0.3,3,-1,-14,-0.4,9,-2,2,nt,i
O=[N+]([O-])c1ccc(Nc2ccccc2O)c([N+](=O)[O-])c1,-0.1,15,-36,18,1.8,-82,-2,-2,nt,i
CCCCCN(C(=O)NC(=O)Nn1cnnc1)S(C)(=O)=O,-0.9,3,-5,7,-1.9,4,-1,0,7,i
O=C(CSc1nnc(-c2ccncc2)o1)Nc1ccc(F)c(F)c1,-0.1,4,6,2,-0.9,3,-4,-2,-6,i
N#Cc1c(=O)c2nc(NCc3ccccc3)ncc2n2ccccc12,-0.2,-1,3,-13,5.2,-13,20,3,7,nt
COc1ccc(C)cc1NC(=O)C1CC(=O)N(CCc2ccccc2)C1 (centres undefined),0.2,-2,3,2,-0.5,-4,1,-2,0,i

# Random draw from the library. Share with any hit: about 4.6%.
